Screening data (PubChem BioAssay)
TRb SRC2 PPI: qHTS for Inhibitors of the Interaction of Thyroid Hormone Receptor and Steroid Receptor Coregulator 2. Potency, µM (highest dose often 106 µM), for the others: at the highest dose activity change, negative = inhibition, most hits filed as inhibitors. TRbeta-SRC2 peptide binding, fluorescence polarization; receptor liganded with 1 µM T3. AID 1469, 2008. Thyroid hormone receptor beta (Homo sapiens), P10828. 280,000 compounds, 0.065% hits;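 note: plate controls were bound peptide for no effect and peptide without receptor for full effect; nearly all actives have a fitted effect of over 50% in size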
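Fluorescence polarization of 20 nM Texas Red SRC2 peptide with 0.6 uM human TRb ligand-binding domain, in Tris buffer with 1uM T3 and 5% DMSO. Incubated 5 hr ambient; normalized to unbound and bound controls.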
GAA inhib: qHTS Assay for Inhibitors of Human alpha-Glucosidase as a Potential Chaperone Treatment of Pompe Disease | Potency, µM (doses to about 76.9 µM), for inactives: at the highest dose activity change, negative = inhibition, actives largely listed as inhibitors | purified human GAA, 4-MU-alpha-glucoside fluorescence | AID 1466, 2008 | 200,000 compounds, 0.005% hits;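 note: plate controls were uninhibited enzyme wells for no effect and no-enzyme background for full effect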
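Activity normalized between no-enzyme (basal) and enzyme-only wells. Conditions: 4 nM human enzyme, 400 uM fluorogenic substrate, citrate/phosphate pH 5.0 with Tween-20, 20 min room temperature, compounds up to 77 uM.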
GoLoco inh red: qHTS Assay for Inhibitors of RGS12 GoLoco Motif Activity (Red Fluorophore); Guanine nucleotide-binding protein G(i) subunit alpha-1 (Homo sapiens), P63096; Gai1:RGS12 GoLoco peptide FP, rhodamine, 10 min; Potency, µM (doses to about 61.6 µM), for the others: top-dose activity, negative = inhibition, usual class: inhibitors; 230,000 compounds, 0.44% hits; AID 880, 2007; active = well fitted inhibition curve with a large enough effect, not every such curve was filed as active; inactive = no such curve, though single readings can be large or run the other way; note: nearly all actives have a fitted effect of over 30% in size; many of its hits are not listed in these tables
Target sequence (P63096 whole entry, looked up): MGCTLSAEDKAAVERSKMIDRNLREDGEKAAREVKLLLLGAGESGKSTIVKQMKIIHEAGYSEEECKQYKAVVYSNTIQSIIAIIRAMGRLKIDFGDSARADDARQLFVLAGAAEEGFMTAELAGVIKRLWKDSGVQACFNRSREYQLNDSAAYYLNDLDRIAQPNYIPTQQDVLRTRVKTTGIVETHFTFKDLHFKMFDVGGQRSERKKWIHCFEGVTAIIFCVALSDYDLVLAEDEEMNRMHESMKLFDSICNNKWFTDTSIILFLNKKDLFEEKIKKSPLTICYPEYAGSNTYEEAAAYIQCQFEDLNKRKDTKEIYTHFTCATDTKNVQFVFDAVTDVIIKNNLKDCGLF
TR SRC2 fluor cs: Total Fluorescence Counterscreen for Inhibitors of the Interaction of Thyroid Hormone Receptor and Steroid Receptor Coregulator 2. TRb/SRC2 Texas Red total fluorescence interference. Potency, µM (series often up to 106 µM), for the others: at the top dose fluorescence change, negative = quenching. 280,000 compounds, 0.29% hits; active = well fitted curve in either direction with a large enough effect; inconclusive = small, poorly fitted or top-dose-only effect
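Human TRb ligand-binding domain at 0.6 uM with 20 nM Texas Red SRC2 peptide in Tris buffer containing 1 uM T3 and 5% DMSO, incubated with compound 5 h at ambient temperature. Total fluorescence (555/632 nm) calculated as parallel + 2 × perpendicular.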
GAA spleen mod: qHTS Assay for Inhibitors and Activators of Human alpha-Glucosidase From Spleen Homogenate. human spleen homogenate, 4-MU-alpha-glucoside fluorescence. Potency, µM (titrated, usually from 79.9 µM), for the others: at the top dose activity change, negative = inhibition, actives largely listed as inhibitors. Lysosomal alpha-glucosidase (Homo sapiens), P10253. 240,000 compounds, 0.006% hits;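 note: 0% = enzyme with vehicle and -100% = no enzyme basal signal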
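Human spleen homogenate (1 ug) with 4-methylumbelliferyl-alpha-D-glucopyranoside (1 mM final) in 50 mM citrate/phosphate pH 5.0, 0.01% Tween-20; 40 min at 37 C. Stopped at pH 10; 4-MU fluorescence Ex 365/Em 440 nm; AC50 by Hill fit.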
GAA glycogen mod: qHTS Assay for Inhibitors and Activators of Human alpha-Glucosidase Cleavage of Glycogen; Lysosomal alpha-glucosidase (Homo sapiens), P10253; recombinant GAA, glycogen substrate, Amplex Red glucose oxidase fluorescence; Potency, µM (titrated, usually from 76.4 µM), for inactives: at the top dose activity change, negative = inhibition, actives largely listed as inhibitors; 300,000 compounds, 0.38% hits; AID 2100, 2009;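 note: 0% = full enzyme reaction and -100% = no-enzyme basal signal; the screen sought inhibitors and activators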
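Recombinant enzyme (4 nM final) with compounds titrated up to 77 uM and bovine liver glycogen (30 ug) in citrate pH 5.0, 0.01% Tween-20, 37 C 40 min. Released glucose detected by Amplex Red/glucose oxidase (Ex 573/Em 610); AC50 from Hill fits.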
L3MBTL1 inh: qHTS Assay for the Inhibitors of L3MBTL1; Lethal(3)malignant brain tumor-like protein 1 (Homo sapiens), Q9Y468; AlphaScreen L3MBTL1–H3K9me1 peptide binding; Potency, µM (doses to about 57.1 µM), for inactives: at the highest dose activity, negative = inhibition, actives largely listed as inhibitors; 230,000 compounds, 0.66% hits; AID 485360, 2010; note: nearly all actives have a fitted effect of over 60% in size
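L3MBTL1 50 nM + b-AHA-H3(1-15)K9me1 75 nM, 30 min RT; compound added, 30 min RT; streptavidin donor/Ni-chelate acceptor beads 10 ug/mL each final, 30 min RT dark; AlphaScreen read.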
RECQ1 helicase: qHTS Assay for Inhibitors of RecQ-Like Dna Helicase 1 (RECQ1). ATP-dependent DNA helicase Q1 (Homo sapiens), P46063. RECQ1 DNA unwinding, red fluorescence kinetic read. Potency, µM (titrated, usually from 57.3 µM), without a hit: at the highest dose activity, negative = inhibition, hits mostly inhibitors. 240,000 compounds, 0.54% hits. AID 2549, 2010;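 note: plate controls were vehicle for no effect and no enzyme for full effect; nearly all actives have a fitted effect of over 30% in size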
Target sequence (P46063 whole entry, looked up): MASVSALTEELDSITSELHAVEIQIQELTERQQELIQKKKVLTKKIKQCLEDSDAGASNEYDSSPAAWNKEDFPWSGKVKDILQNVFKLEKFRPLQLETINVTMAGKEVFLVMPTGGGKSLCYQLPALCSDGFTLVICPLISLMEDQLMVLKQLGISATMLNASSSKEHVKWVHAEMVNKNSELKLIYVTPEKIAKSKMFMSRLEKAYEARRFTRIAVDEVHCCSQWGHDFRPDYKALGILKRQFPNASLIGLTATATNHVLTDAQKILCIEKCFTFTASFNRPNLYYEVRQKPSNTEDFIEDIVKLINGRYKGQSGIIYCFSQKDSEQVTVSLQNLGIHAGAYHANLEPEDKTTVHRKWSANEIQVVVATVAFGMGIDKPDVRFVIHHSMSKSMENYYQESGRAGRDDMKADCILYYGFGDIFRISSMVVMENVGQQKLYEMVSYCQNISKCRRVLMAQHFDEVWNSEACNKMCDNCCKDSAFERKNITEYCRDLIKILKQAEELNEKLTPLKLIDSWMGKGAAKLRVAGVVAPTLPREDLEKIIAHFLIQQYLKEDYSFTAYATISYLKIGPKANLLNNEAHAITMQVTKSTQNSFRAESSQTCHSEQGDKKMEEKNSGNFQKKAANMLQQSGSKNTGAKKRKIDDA
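50 nM RECQ1T1 preincubated 15 min with compound in Tris pH 8.0 buffer with MgCl2, DTT, Tween-20 and 2.5 ug/ml poly(dI-dC); started with 200 nM TAMRA/BHQ-2 forked duplex and 2 mM ATP. Unwinding read as fluorescence (525/598 nm), two reads 2 h apart.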
Numbers without * were called inactive; i = inactive; ? = inconclusive; · = no result given; & = joins results of further samples; [ ] = dose if it differs, or a comment. Unless noted, calls come from the whole dose curve; as a rule, active = well fitted curve in the direction sought with a large enough effect; inconclusive = small, poorly fitted or top-dose-only effect, or another doubt; inactive = no such curve, though single readings can be large; an effect the other way counts as inactive or inconclusive. Unless noted, % is set by controls: 0 for no effect and ±100 for the full control effect; potency is the fitted concentration of half-maximal effect. The list is partial; the hit share may differ from the screen's.

#1 Cc1ccc(N(CC(=O)NCCSc2nc3ccccc3s2)S(=O)(=O)c2ccccc2)c(C)c1
#2 COC(=O)NC(c1ccc2c(c1)OCO2)C(C(=O)OC)C(=O)OC (centres undefined)
#3 CCc1ccc(NC(=O)c2cnn(-c3ccccc3)c2C2CCNCC2)cc1
#4 COc1ccc(-c2cc(CNC(=O)CCl)on2)cc1
#5 CNC(=O)CSc1n[nH]c(-c2cc(Cl)ccc2OC)n1
#6 Cc1ccc(-c2noc(CSc3nnc(-c4ccncc4)n3-c3ccc(C)cc3)n2)cc1
#7 COc1cc(Br)cc(/C=N/NC(=O)Cc2ccc(C(F)(F)F)cc2[N+](=O)[O-])c1O
#8 CC(=O)OCC(NC(=O)C(CCCCNC(=O)OCc1ccccc1)NC(=O)OC(C)(C)C)C1OC(n2cc(F)c(=O)[nH]c2=O)C(OC(C)=O)C1OC(C)=O (centres undefined)
Compound	1	2	3	4	5	6	7	8
TRb SRC2 PPI	-7%	5%	3%	-7%	-3%	-5%	0%	0%
GAA inhib	-4%	·	6%	1%	-4%	-11%	-9%	·
GoLoco inh red	11%	2%	-1%	7%	14%	4%	5%	·
TR SRC2 fluor cs	2%	1%	0%	-1%	-1%	-4%	-4%	-2%
GAA spleen mod	-5%	-14%	1%	-3%	·	-7%	-8%	-5%
GAA glycogen mod	2%	·	1%	-2%	1%	-4%	9%	·
L3MBTL1 inh	-2%	·	·	0%	12%	0%	5%	·
RECQ1 helicase	-12%	-5%	-1%	i	-9%	-14%	-6%	11%

#9 O=c1c2ccccc2c(-c2ccc(Br)cc2)nn1Cc1ccccc1
#10 CCOCCCNC(=O)CSCc1nc(-c2ccc(SC)cc2)oc1C
#11 O=C(CN1CCN(c2ncccn2)CC1)NCCC1=CCCCC1
#12 COc1ccc(CC(=O)Nc2ccc(-c3nnc(-c4ccccc4)o3)cc2)cc1
#13 Cc1noc(C)c1COC(=O)/C=C/c1ccc(Cl)cc1
#14 CC(C(=O)NCc1ccco1)n1cc(C(=O)c2ccco2)c2ccccc21 (centres undefined)
#15 COC(=O)C1=C(C)N(Cc2ccccc2)[C@]23O[C@](C(=O)OC)(C(=O)N2C1c1ccccc1)C1CCOC(=O)C13 (some centres undefined)
#16 COc1ccc(NC(=S)NC(C)c2ccncc2)cc1OC (centres undefined)
Compound	9	10	11	12	13	14	15	16
TRb SRC2 PPI	-1%	-5%	1%	6%	10%	4%	5%[11.2 µM]	1%
GAA inhib	-6%	0%	-1%	1%	-3%	-3%	·	1%
GoLoco inh red	4%	5%	-5%	0%	5%	-18%	·	21%
TR SRC2 fluor cs	3%	1%	0%	0%	-2%	-3%	-7%[11.2 µM]	-2%
GAA spleen mod	-18%	1%	-1%	-5%	-12%	?	5%[17.4 µM]	-3%
GAA glycogen mod	2%	-1%	-7%	4%	1%	2%	·	6%
L3MBTL1 inh	3%	·	-3%	-2%	14%	·	·	1%[11.4 µM]
RECQ1 helicase	-3%	-14%	?	-1%	-4%	i	-3%[11.5 µM]	i

#17 CC(C(=O)NCc1ccc(F)cc1)c1ccc([N+](=O)[O-])cc1 (centres undefined)
#18 C/C(N)=C(/C#N)C(=O)CSc1nc2ccccc2c(=O)n1-c1ccccc1C
#19 COc1cccc2c(C)nc(Nc3nc(CSc4nnc(C)s4)cc(=O)[nH]3)nc12
#20 CC(C)(C)n1nnnc1C(c1cccnc1)N1CCN(c2ccccc2F)CC1 (centres undefined)
#21 COC(=O)c1cc(OC)c(OC)cc1NC(=O)CN1C(=O)c2ccccc2C1=O
#22 Cc1cc(C)nc(NS(=O)(=O)c2ccc(NC(=O)NC3CCCCC3)cc2)n1
#23 COC(=O)c1ccc(OC(=O)c2ccc(OC)cc2)c(OC)c1
#24 Cc1ccc(NC(=O)CSc2n[nH]c(-c3ccco3)n2)cc1
Compound	17	18	19	20	21	22	23	24
TRb SRC2 PPI	-6%	-1%	0%	6%	-8%	-1%	-2%	-2%
GAA inhib	5%	-8%	-5%	0%	5%[15.4 µM]	-6%	-4%	-22%
GoLoco inh red	-12%	63%[activator]	20%	8%	10%	-7%	8%	4%
TR SRC2 fluor cs	0%	-3%	-2%	0%	1%	-1%	-3%	-1%
GAA spleen mod	-1%	-4%	-5%	1%	-18%	-1%	8%	2%
GAA glycogen mod	11%	8%	0%	7%	1%	2%	-3%	0%
L3MBTL1 inh	20%	-3%	3%[11.4 µM]	3%	·	11%[11.4 µM]	18%	10%
RECQ1 helicase	i	8%	5%	-1%	13%	1%	-8%	16%

#25 O=[N+]([O-])c1ccc(N2CCN(CCO)CC2)cc1Sc1ccccn1
#26 C=CCOC(=O)C1=C(C)NC(C)=C(C(=O)OCC=C)C1c1cn(-c2ccccc2)nc1-c1ccco1
#27 CC(C(=O)N1CCCc2ccccc21)N1C(=O)c2ccccc2C1=O (centres undefined)
#28 CCOC(=O)c1cc(C(=O)Nc2ccccc2F)nn1C
#29 CCCCCCCC/C=C\CCCCCCCC(=O)OCC(CO)OC(=O)CCCCCCC/C=C\CCCCCCCC (centres undefined)
#30 Cc1c(Cl)ccc2sc(NC(=O)CN3C(=O)c4ccccc4C3=O)nc12
#31 O=C(COC(=O)c1cc(=O)[nH]c2ccc(Br)cc12)c1ccccc1
#32 O=C(NCCCN1CCCC1=O)c1cccs1
Compound	25	26	27	28	29	30	31	32
TRb SRC2 PPI	-5%	-3%	-5%	-3%	-5%&5%	6%	5%	1%
GAA inhib	2%	?	-2%	-2%	·	-2%	5%	0%
GoLoco inh red	8%	3%	5%	9%	15%&2%	-9%	8%	3%
TR SRC2 fluor cs	-2%	-2%	1%	-3%	-2%&-2%	-3%	2%	-4%
GAA spleen mod	7%	0%	-6%	-6%	-3%&0%	8%	2%	4%
GAA glycogen mod	-6%	4%	10%	-3%	·	6%	5%	6%
L3MBTL1 inh	-2%	-6%	-7%	·	·	0%	3%	·
RECQ1 helicase	-1%	-3%	i	-14%	i	-10%	1%	-2%

#33 Nc1nn(-c2cccc(F)n2)cc1-c1ccc(Cl)cc1
#34 COc1ccc(CCn2c(C)ccc2C)cc1OC
#35 O=C(Cc1ccccc1)Nc1c(Cl)ccc2nsnc12
#36 CC1(C)CC(=O)C=C(NNC(=O)c2ccc(N)cc2)C1
#37 CCCOc1ccc(N2C(=O)C3ON(c4ccccc4)C(c4ccc(O)c(OC)c4)C3C2=O)cc1 (centres undefined)
#38 Cc1sc(NC(=O)/C=C/C(=O)O)c(C(N)=O)c1-c1ccc(C(C)(C)C)cc1
#39 CCOc1ccccc1C(C(=O)NCCOC)N(CCOC)C(=O)Cn1nnc2ccccc21 (centres undefined)
#40 C/C(=N/N=C(/N)SCc1ccccc1)C(C)(C)C
Compound	33	34	35	36	37	38	39	40
TRb SRC2 PPI	-2%	-4%	2%	9%	15%	-27%	-2%	3%
GAA inhib	-2%	-15%	·	-1%	-6%	4%	0%	7%
GoLoco inh red	-1%	44%[activator]	9%	4%	4%	-7%	2%	1%
TR SRC2 fluor cs	-1%	-3%	-10%	-5%	-2%	0%	0%	-1%
GAA spleen mod	-20%	-5%	5%	-5%	-2%	6%	4%	7%
GAA glycogen mod	6%	3%	7%	6%	18%	-6%	6%	0%
L3MBTL1 inh	·	-6%	-4%	-3%	·	5%	2%	1%
RECQ1 helicase	-2%	-25%	-8%	-3%	-11%	-2%	-9%	i

#41 CCCCn1cc(C(C)(C)C)c(C#N)c1NC(C)=O
#42 CC1CCc2c(sc(NC(=O)CSc3nnc(-c4ccccc4)o3)c2C#N)C1 (centres undefined)
#43 O=C(c1cc2cc(Br)ccc2o1)N1CCOCC1
#44 Cc1ccc(C(=O)CN(C(=O)c2ccc(Cl)cc2)N2C(=O)CCC2=O)cc1
#45 O=C1CC(c2nc3ccccc3[nH]2)CN1c1ccccc1 (centres undefined)
#46 COC(=O)c1[nH]c(C)c(/C(O)=C2\C(=O)C(=O)N(CCN(C)C)C2c2ccccc2OC)c1C (centres undefined)
#47 CC(=O)c1nccs1
Compound	41	42	43	44	45	46	47
TRb SRC2 PPI	-2%	0%	-1%	3%	-2%	-5%	0%
GAA inhib	-1%	?	-1%	-1%	-10%	-1%	·
GoLoco inh red	1%	8%	-5%	5%	4%	0%	2%
TR SRC2 fluor cs	-1%	4%	-4%	-3%	-1%	1%	-1%
GAA spleen mod	9%	-14%	-10%	2%	0%	-8%	3%
GAA glycogen mod	12%	9%	8%	2%	-1%	-4%	·
L3MBTL1 inh	·	-2%	4%	-18%	4%	-5%	9%
RECQ1 helicase	-3%	-3%	-10%	i	-9%	-13%	5%
